FEN1 inhibitor: qHTS Assay for the Inhibitors of Human Flap endonuclease 1 (FEN1) | P39748 | Recombinant FEN1 flap cleavage, fluorescence, 15 min | Potency, µM (titrated, usually from 114 µM), without a hit: top-dose activity change, negative = inhibition, usual class: inhibitors | actives 0.35% (n = 390,000) | AID 588795, 2011; further: nearly all actives have a fitted effect of over 65% in size
Target sequence (P39748 whole entry, looked up): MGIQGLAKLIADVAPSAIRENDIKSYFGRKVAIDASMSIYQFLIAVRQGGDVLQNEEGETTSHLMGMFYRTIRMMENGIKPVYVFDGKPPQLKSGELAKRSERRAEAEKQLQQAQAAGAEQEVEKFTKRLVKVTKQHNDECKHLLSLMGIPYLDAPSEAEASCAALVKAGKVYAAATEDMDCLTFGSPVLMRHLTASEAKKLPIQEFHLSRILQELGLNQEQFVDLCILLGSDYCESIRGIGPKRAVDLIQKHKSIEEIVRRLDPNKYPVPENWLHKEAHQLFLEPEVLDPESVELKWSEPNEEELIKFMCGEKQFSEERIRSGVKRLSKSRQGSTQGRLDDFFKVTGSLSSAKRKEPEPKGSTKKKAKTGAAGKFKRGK
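Enzyme 10 nM, 15 min RT preincubation with compound; start with substrate 50 nM final; reads at 0 and 15 min; qHTS titration, four-parameter Hill fit.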
DT40 TDP1 CPT: qHTS for Inhibitors of human tyrosyl-DNA phosphodiesterase 1 (TDP1): qHTS in cells in presence of CPT | chicken DT40 Tdp1-/-;hTDP1 cells + 20 nM CPT, ATP luminescence, 48 h | Potency, µM (series often up to 46.2 µM), for inactives: at the highest dose activity change, negative = growth inhibition, most hits filed as inhibitors | actives 12% (n = 420,000); further: nearly all actives have a fitted effect of over 55% in size
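Chicken DT40 Tdp1-/- cells stably complemented with human TDP1 were seeded at 400 cells/well in medium containing 20 nM camptothecin, exposed to pin-transferred compounds, and grown at 37 °C for at least 48 hr. Viability was read as ATP luminescence.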
N370S GC mod: qHTS Assay for Inhibitors and Activators of N370S glucocerebrosidase as a Potential Chaperone Treatment of Gaucher Disease; Lysosomal acid glucosylceramidase (Homo sapiens), P04062; N370S GC spleen homogenate, 4MU-glucoside fluorescence; Potency, µM (doses to about 59.4 µM), for inactives: at the top dose activity change, negative = inhibition, actives largely listed as inhibitors; actives 0.092% (n = 330,000); AID 2101, 2009;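 further: 0% = full enzyme activity and -100% = no enzyme basal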
* hit, by the source's call; ? = inconclusive; . = not tested or not shown; & = joins results of further samples; [ ] = remark or other dose. The call rests on the fitted dose curve; in most records, active means well fitted curve in the direction sought with a large enough effect; inconclusive means small, poorly fitted or top-dose-only effect, or another doubt; inactive means no such curve, though single readings can be large; an effect the other way counts as inactive or inconclusive. Unless noted, on the % scale 0 is the no-effect control and ±100 the full control effect; potency means the concentration at half of the fitted maximal effect. Some of the compounds tested; count on the stated rates, not on these rows.

A first look, three compounds:
SMILES	FEN1 inhibitor	DT40 TDP1 CPT	N370S GC mod
Cc1ccc(NC(=S)Nc2ccc(F)cc2)c(C)c1	-6%	-11%	2%
CCOC(=O)c1c(/N=C/c2ccc(OC)cc2O)sc2c1CCN(C)C2	-23%	-24%	-7%
CCOC(=O)CSc1nnc(CNC(=O)c2cccs2)n1-c1cc(OC)ccc1OC	5%	0%	1%

This part in full (from the top)
SMILES	FEN1 inhibitor	DT40 TDP1 CPT	N370S GC mod
Cc1ccc(NC(=S)Nc2ccc(F)cc2)c(C)c1	-6%	-11%	2%
CCOC(=O)c1c(/N=C/c2ccc(OC)cc2O)sc2c1CCN(C)C2	-23%	-24%	-7%
CCOC(=O)CSc1nnc(CNC(=O)c2cccs2)n1-c1cc(OC)ccc1OC	5%	0%	1%
COc1ccc(NC(=O)CN2CCCCC2)cc1S(=O)(=O)N1CCCCC1	6%	15%	.
CCOP(C)(=O)C1(C(=O)OCc2ccccc2)CC1 (stereo not drawn)	8%	14%	-7%
c1csc(CNc2ccc3c(c2)OCCO3)c1	-1%	-28%	-15%
CN(C)C(CNC(=O)CCCc1c[nH]c2ccccc12)c1ccco1 (stereo not drawn)	-12%	-22%	-2%
CN(c1ccccc1C(=O)Nc1cccc([N+](=O)[O-])c1)S(C)(=O)=O	2%	11%	2%
O=C(NC1CCCC1)c1cc(Nc2cccc(C(F)(F)F)c2)nc2ccccc12	-3%	?	.
CN1CCN(c2ccc(C(F)(F)F)cc2NC(=O)c2ccco2)CC1	-4%	-15%	-16%
CCOC(=O)c1c(N2C(=O)Nc3ccccc3N2O)n[nH]c1-c1cccc(OC)c1	-4%	-1%	3%
Cc1ccc(CS(=O)(=O)Cc2ccc(C(=O)NC3CCCCCC3)o2)cc1	-6%	?	-3%
Cc1ccsc1C=Nc1c(C)n(C)n(-c2ccccc2)c1=O	-14%	-17%	4%
COc1cc(C2/C(=C(\O)c3ccc4c(c3)CC(C)O4)C(=O)C(=O)N2CC2CCCO2)cc(OC)c1OC (stereo not drawn)	7%	-9%	-1%
CC(=O)OC(=C(OC(C)=O)c1ccccc1)c1ccccc1	-3%	-30%	.
CN1CCN(c2ccccc2NC(=O)c2ccc(-c3ccc(Cl)cc3Cl)o2)CC1	-9%	21µM*	-21%
O=C(O)c1ccc(CSCc2ccco2)cc1	0%	-12%	-2%
Cc1ccc(CN2CCN(CC(=O)NCc3ccc(Cl)cc3)C2=O)cc1	0%	?	-21%
O=C(CCC1CCCC1)Nc1ccc(Br)cn1	1%	-16%	11%
CCOc1ccc(C(=O)NCC(=O)OCc2c(F)cccc2Cl)cc1	15%	?	14%
Cc1ccccc1C(=O)Nc1ccnn1C1CCN(Cc2c(C)n(C)c3ccccc23)CC1	6%	-20%	-13%
COc1ccc(/C=N/NC(=O)c2cccc(NC(=O)c3ccccc3Cl)c2)cc1OC	?	-12%	-13%
CCN(C[C@H]1N[C@@](Cc2ccccc2)(C(=O)OC)[C@H]2C(=O)N(C)C(=O)[C@@H]12)C(=O)C1CCCCC1	14%	-26%	.
COc1cccc(NC(=O)CSc2nc3c([nH]c4ccccc43)c(=O)n2-c2ccccc2)c1	3%	?	.
Cc1ccc(CNC(=O)C2CCCN(S(=O)(=O)c3cccc4nonc34)C2)cc1 (stereo not drawn)	-10%	?	0%
(list continues)
SMILES	FEN1 inhibitor	DT40 TDP1 CPT	N370S GC mod
CCCCN1C[C@H](CO)Oc2cccc(F)c2S1(=O)=O	14%	-8%	.
CCCCc1ccc(NC(=O)Cn2cnc3c2c(=O)n(C)c(=O)n3C)cc1	1%	-19%	.
O=C(Cc1cccc(NC(=O)C2CCCN(C(=O)C3CC3)C2)c1)Nc1ccc(C(=O)N2CCOCC2)cc1 (stereo not drawn)	-9%	6%	.
CN1C(=O)C(=O)/C(=C(/O)c2ccccc2)C1c1ccc(Br)cc1 (stereo not drawn)	-3%	-14%	-7%
O=C(c1ccco1)N(Cc1ccc([N+](=O)[O-])cc1)c1ccc(Cl)cc1	-6%	-16%	-4%
COc1cc(OC)c(OC)cc1/C=C/c1cc[n+](C)c2ccccc12	40µM*	4µM*	.
Cc1cccc(OCC(=O)Nc2cccc(-c3nnc(-c4ccccc4)o3)c2)c1C	7%	-21%	5%
CCOc1cc(C=C(C(=O)OC)C(=O)OC)ccc1OCc1ccc([N+](=O)[O-])cc1	-5%	6.5µM*	-3%
Cc1nc(SCC(=O)Nc2ccc(Br)cc2)[nH]c(=O)c1Cc1ccccc1	-5%	-27%	.
O=C(O)CC[C@@H](C(=O)O)N1C(=O)c2ccccc2C1=O	11%	?	10%&4%
CC(C)(C)NC(=S)NCc1ccco1	-5%	6%	-7%
Cc1ccc(NS(=O)(=O)c2cccc(C(=O)NNC(=O)c3cccn3C)c2)c(C)c1	-6%	-13%	-10%
CN(CC(=O)Nc1cccc(F)c1)C(=O)CC1CCCC1	1%	-4%	5%
N#CCCn1nc(-c2ccc(Br)cc2)cc1Nc1ccccc1NC(=O)C(F)(F)F	-17%	?	-17%
COc1ccc(-c2cc(=O)oc3c(C)c(OC(C)C(=O)Nc4ccc(CN5CCOCC5)cc4)ccc23)cc1 (stereo not drawn)	12%	?	4%
COc1ccc(NC(=O)CSc2nnc(-c3ccncc3)o2)c(OC)c1	0%	?	0%
CCn1c(C)nc2cc(C(=O)NNS(=O)(=O)c3cc(Br)ccc3Br)ccc21	-14%	-2%	-5%
COCCNc1c([N+](=O)[O-])c(=O)n(-c2ccccc2)c2ccccc12	-16%	?	1%
Cc1cc(Cn2nc(-c3ccccc3)cc2C(=O)NCC2CC2)on1	13%	-21%	0%
COc1ccc(C(=O)Nc2ccc(Nc3ccccc3)cc2)cc1Br	-14%	?	.
O=C(OCC(=O)N1CCN(Cc2ccccc2)CC1)c1cc(Cl)ccc1[N+](=O)[O-]	-2%	1%	.
Cc1ccc(SCc2nc3ccccc3n2CC(=O)Nc2ccc(Cl)cc2)cc1	6%	21µM*	-2%
O=C(Cc1ccccc1)N1CCN(c2ccc([N+](=O)[O-])cc2)CC1	14%	?	-4%
COc1ccc(C2NC(=O)NC(C)=C2C(=O)Nc2cc(C)cc(C)c2)c(OC)c1 (stereo not drawn)	-9%	-19%	.
CC1CCCCC12NC(=O)N(CC(=O)Nc1ccc3[nH]c(=O)[nH]c3c1)C2=O (stereo not drawn)	-7%	2%	0%
Following part.
SMILES	FEN1 inhibitor	DT40 TDP1 CPT	N370S GC mod
CN(C)S(=O)(=O)c1ccc(Cl)c(NC(=O)COC(=O)/C=C/c2ccc(S(=O)(=O)N3CCOCC3)cc2)c1	11%	?	-8%
NC(=O)c1ccccc1NS(=O)(=O)c1ccc(S(=O)(=O)N2CCCC2)cc1	4%	4%	.
NS(=O)(=O)c1ccc(N2N=C(c3ccccc3)CC2c2ccccc2Cl)cc1 (stereo not drawn)	-5%	-8%	.
O=C1c2cccc3cccc(c23)C(=O)N1CC1CCN(S(=O)(=O)c2ccc(F)cc2)CC1	1%	?	5%
COc1ccccc1-c1nnc(SC)n1C	-1%	-9%	6%
Cc1cccn2c(=O)c(C=O)c(N3CCSCC3)nc12	11%	-27%	-4%
Cc1ccc(CNC(=O)C(=O)NCC(c2ccco2)S(=O)(=O)c2ccc(C)cc2)cc1 (stereo not drawn)	10%	-7%	.
Cc1ccc(N2CC(C(=O)Nc3ccccc3C(=O)NC3CCCCC3)CC2=O)cc1 (stereo not drawn)	2%	1%	7%
O=C(c1ccco1)N1CCN(C(c2ccc(Cl)cc2)c2nnnn2CC2CCCO2)CC1 (stereo not drawn)	7%	-27%	0%
COc1cccc(NC(=O)CN2C(=O)CSc3nc(C)cc(C)c32)c1	-1%	-11%	-2%
COc1ccc(Nc2nc3cc(C)ccc3cc2C#N)c(OC)c1	-14%	1.2µM*	1%
COc1ccc(C=NNc2ccc([N+](=O)[O-])cc2S(=O)(=O)Nc2ccccc2C(=O)O)cc1OC	?	7%	.
COc1ccccc1NS(=O)(=O)NC(=O)c1c(C)[nH]c2ccccc12	-1%	-3%	-2%
CC(C)Cc1nnc(NC(=O)c2ccc(S(=O)(=O)N3CCCC3)cc2)s1	3%	-16%	-6%
COc1ccc(SC[C@H](Cc2ccccc2)N2CC[C@@H](C(C)(C)C)CCC2=O)cc1	12%&-19%	18µM*	.
Cc1ccc(/C=N/NC(=O)c2cccc(S(=O)(=O)Nc3ccccc3Cl)c2)o1	-16%	-6%	3%
C/[N+]([O-])=C1\Cc2ccccc2C1=O	11%	3%	?
CN(C)c1ccc(C(=O)N=c2sccn2C)cc1[N+](=O)[O-]	-8%	16%	-15%
Cc1ccc(Cl)cc1NC(=O)CCn1c(=O)c2cccn2c2cccnc21	-3%	?	.
N#Cc1nc(COc2cccc(Cl)c2)oc1NCCN1CCOCC1	-3%	10%	-2%
CN(C)c1cc(-c2cccc(C(F)(F)F)c2)oc(=O)c1Cl	-2%	-26%	.
CCOC(=O)c1cccc(NC(=O)c2cc3cc4ccc(C)cc4nc3o2)c1	7%	-5%	.
O=S(=O)(NC1CCCCC1Nc1ccc(Cl)cc1)c1ccccc1 (stereo not drawn)	-9%	-27%	5%
N#C/C(=C\c1cccnc1)C(=O)Nc1cccc2ccccc12	-9%	?	8%
CCOc1ccccc1NC(=S)N1CCC(NC(=O)NC23CC4CC(CC(C4)C2)C3)CC1	-10%	-28%	?
Continuation:
SMILES	FEN1 inhibitor	DT40 TDP1 CPT	N370S GC mod
COc1ccc(-c2csc3ncnc(N4CCN(Cc5ccccc5)CC4)c23)cc1	-2%	?	2%
Cn1cnnc1Sc1nc2c(c(=O)n(C)c(=O)n2C)n1Cc1ccccc1Cl	-4%	9%	-5%
CCc1ccc(Nc2nc(N)nc(CSc3nc4ccccc4s3)n2)cc1	-26%&-8%	?	7%
Cc1ccc(C(=O)/C=C/N(C)C)cn1	9%	8%	-10%
O=[N+]([O-])c1ccccc1/C=N/Nc1nccnc1Cl	0%	0%	-2%
Cc1ccc(N(CC(=O)NCc2ccccc2)C(=O)CCC(=O)Nc2ccccn2)c(C)c1	-1%	-17%	-9%
COc1cc(/C=C/C(=O)OCC(=O)Nc2cc(C)c(C)cc2[N+](=O)[O-])ccc1O	17%	-9%	-2%
CC1(C)NC(=O)N(Cc2cc(=O)n3ccsc3n2)C1=O	-8%	-6%	-1%
CCC(C)Sc1ccc([C@H]2N[C@@](Cc3ccccc3)(C(=O)OC)[C@H]3C(=O)N(CC)C(=O)[C@@H]23)cc1 (stereo partly drawn)	-1%	?	16%
COc1cccc(-c2ccc3ncnc(NCCNC(C)=O)c3c2)c1	.	15µM*	-4%
O=C(COc1cccc2ccccc12)NNC(=O)CSCCO	8%	11%	-3%
CN(CC(=O)Nc1ccc(F)cc1)C(=O)C1CCCC1	-10%	8%	.
O=C1Nc2ccccc2/C1=C/C(=O)c1cccs1	8%	6.5µM*	24%
COc1ccc(S(=O)(=O)N2C[C@H]3CON(C)[C@H]3C[C@H]2c2cccc(Br)c2)cc1	-14%	-29%	.
COc1ccc2cc(C=NS(=O)(=O)c3ccc(C)cc3)n(C)c2c1	0%	-8%	.
CCCCCn1c(SCC2CCCO2)nc2cc(C(=O)N3CCC(C(N)=O)CC3)ccc2c1=O (stereo not drawn)	3%	?	15%
COc1ccc(C(=O)NCc2nnc(SCC(=O)Nc3ccc4c(c3)OCO4)o2)cc1	18%	-5%	10%
CCN(CC)CCC/C(=N\O)C(O)(c1ccccc1)c1ccccc1	-5%	?	-10%
COc1cc(OC)nc(NC(=O)CCl)n1	2%	15µM*	5%
O=C(O)CCc1cccnc1	-6%&29%	1%&-15%	5%
COCCNC(=O)c1cnn2c(C(F)(F)F)cc(-c3ccc4c(c3)OCO4)nc12	8%	-20%	3%
Cc1cc(C(=O)CSc2nnc(-c3ccco3)o2)c(C)n1Cc1ccco1	1%	21µM*	0%
CNC(=O)C(=O)NCC1OCCCN1S(=O)(=O)c1ccc2c(c1)OCCO2 (stereo not drawn)	2%	34%[activator]	-4%

Given bar-delimited: part of the list above.
compound | FEN1 inhibitor | DT40 TDP1 CPT | N370S GC mod
COc1ccc(SC[C@H](Cc2ccccc2)N2CC[C@@H](C(C)(C)C)CCC2=O)cc1 | 12%&-19% | 18µM* | .
Cc1ccc(/C=N/NC(=O)c2cccc(S(=O)(=O)Nc3ccccc3Cl)c2)o1 | -16% | -6% | 3%

One compound at a time, from the list above. Screens in order: FEN1 inhibitor, DT40 TDP1 CPT, N370S GC mod
Entry for `Cn1cnnc1Sc1nc2c(c(=O)n(C)c(=O)n2C)n1Cc1ccccc1Cl` → -4%, 9%, -5%
Entry for `COc1ccc(C(=O)NCc2nnc(SCC(=O)Nc3ccc4c(c3)OCO4)o2)cc1` → 18%, -5%, 10%
Entry for `CCC(C)Sc1ccc([C@H]2N[C@@](Cc3ccccc3)(C(=O)OC)[C@H]3C(=O)N(CC)C(=O)[C@@H]23)cc1` (stereo partly drawn) → -1%, ?, 16%
Entry for `COc1cc(OC)nc(NC(=O)CCl)n1` → 2%, 15µM*, 5%
Entry for `COc1cc(/C=C/C(=O)OCC(=O)Nc2cc(C)c(C)cc2[N+](=O)[O-])ccc1O` → 17%, -9%, -2%
